RAD54 branch = blocks human RAD54 Holliday junction branch migration. Q92698. FAM/BHQ fluorescence. inhibition, % at 10.4 µM. 360,000 compounds, 0.14% hits;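 active = mean normalized replicate activity at least 40 and at least half of replicates scoring 40 or more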;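 note: 0% = median of neutral control wells and 100% = median of positive control wells; inhibitors cause a drop in the FAM fluorescence signal; in these data hits start at about 50%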
Target sequence (Q92698 whole entry, looked up): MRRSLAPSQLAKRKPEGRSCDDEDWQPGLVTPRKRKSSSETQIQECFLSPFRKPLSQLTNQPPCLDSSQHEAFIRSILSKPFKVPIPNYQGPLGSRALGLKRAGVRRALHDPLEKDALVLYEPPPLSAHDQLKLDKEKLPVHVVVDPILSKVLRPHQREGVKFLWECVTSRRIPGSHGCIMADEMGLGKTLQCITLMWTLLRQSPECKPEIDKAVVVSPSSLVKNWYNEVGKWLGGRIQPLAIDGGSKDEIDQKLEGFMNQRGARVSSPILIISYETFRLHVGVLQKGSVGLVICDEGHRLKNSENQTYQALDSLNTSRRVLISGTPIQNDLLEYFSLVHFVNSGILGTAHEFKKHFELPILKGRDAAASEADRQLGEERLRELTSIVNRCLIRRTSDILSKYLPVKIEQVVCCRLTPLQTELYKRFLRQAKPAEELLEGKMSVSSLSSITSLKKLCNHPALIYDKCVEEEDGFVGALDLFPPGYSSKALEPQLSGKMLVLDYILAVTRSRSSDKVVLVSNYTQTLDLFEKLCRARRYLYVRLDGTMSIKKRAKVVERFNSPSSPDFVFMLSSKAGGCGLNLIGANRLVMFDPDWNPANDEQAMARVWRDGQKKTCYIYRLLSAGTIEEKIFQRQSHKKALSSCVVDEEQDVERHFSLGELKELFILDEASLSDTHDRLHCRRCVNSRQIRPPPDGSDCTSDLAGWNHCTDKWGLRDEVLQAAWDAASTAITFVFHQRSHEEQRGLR
esBAF inh = blocks esBAF chromatin remodeling in mouse ES cells | Bmi1-luciferase knock-in reporter, 24 h; 100% = twice the neutral-well signal | reporter increase, % at 12.5 µM | 350,000 compounds, 2% hits; in the data active = activation above about 40%;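 note: 0% = median of the plate's neutral control wells and 100% = double that signal; a rise in the Bmi1 reporter signal indicates esBAF inhibition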
FN deposit inh = fibronectin deposition inhibition | AH1F fibroblasts, Alexa488-fibronectin deposition fluorescence, overnight | 350,000 compounds, 0.086% hits | inhibition, % at 12.6 µM;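 active = mean inhibition across replicates of 30% or more, regardless of how many single replicates reach that level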;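 note: positive control wells lacked labelled fibronectin entirely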
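Material: AH1F fibroblast monolayer depositing Alexa488-labelled fibronectin into matrix | Input: 10000 AH1F cells/well | Medium: DMEM plus 2% serum, read in PBS | Reagent: Alexa488-fibronectin, 24 nM final in well | Compound dosing: One dose per compound, pinned | Schedule: 1 h adhesion, overnight exposure | Measured by: Fluorescence at 485 nm excitation, 525 nm emission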
The depositor's hits bear a star. Some of the compounds tested; count on the stated rates, not on these rows.

SMILES	RAD54 branch	esBAF inh	FN deposit inh
COC(=O)NC(Nc1sc2c(c1C(N)=O)CCCC2)(C(=O)OC)C(F)(F)F (centres undefined)	0	6	2
O=C(CC1CCS(=O)(=O)C1)NC1CCCCC1 (centres undefined)	9	-7	-1
Clc1ccc(OCCn2ccnc2)c(Cl)c1	0	-6	-18
CCOC(=O)C(C)Sc1nnc(-c2ccccc2O)n1Cc1ccccc1 (centres undefined)	-12	-3	-3
CCc1c(C)c2cc(Cl)c(O)c(CN3CCCCC3)c2oc1=O	-4	7	4
CCSc1nnc(NC(=O)C2CCCCC2)s1	-3	44*	-20
CC(=O)Cc1ccccc1OC(=O)c1ccco1	-6	0	1
CC(=O)N1CCN(c2ccccc2NC(=O)COc2ccc(Br)cc2)CC1	0	-10	-4
Cc1cnc(NC(=O)CSc2ccc(Cl)cc2)s1	-8	1	-16
Cc1cc(OCC(=O)Nc2ccncc2)cc(C)c1Br	0	1	-5
CCOc1ccc(C(=O)NCC(=O)OCC(=O)Nc2ccccc2OC)cc1	0	-6	5
COCC(=O)c1[nH]c2ccccc2c1C	-6	-3	2
O=C(O)CCCCCNC(=O)CCn1nnc2ccccc2c1=O	5	-11	2
O=[N+]([O-])c1ccc(N2CCN(c3nc(-c4ccc(Cl)cc4)cs3)CC2)cc1	6	-1	-1
Cn1c(=O)c2c(nc(NCCO)n2C)n(C)c1=O	1	-6	12
CN1CCN(c2ccc(NC(=O)c3ccc4c(c3)OCO4)cc2)CC1	5	-2	-59
CCOC(=O)c1[nH]c(C)c(CN(CCc2ccccc2)C(=O)CCC(=O)O)c1C	-12	-1	-3
Cc1nn(CCC(=O)NNC(=S)Nc2ccc(F)cc2)c(C)c1[N+](=O)[O-]	5	-13	5
Cc1cccc(C(=O)Nc2ccc(O)cc2)c1	4	38	-15
COc1ccc(Nc2nc(N3CCCC3)nc3ccccc23)c(OC)c1	100*	-1	4
CCN(CC)C(=O)C1CCCN(Cc2ccccc2C(F)(F)F)C1 (centres undefined)	-10	-16	7
CC1(C)C(=O)OC(c2ccccc2)C2(CCCC2)C1=O (centres undefined)	-1	-6	3
CCNC(=O)NC1(C(=O)Nc2ccc3c(c2)OCCO3)CCCCC1	3	-54	-4
COc1ccc(NC(=O)c2ccc(=O)oc2)cc1	-10	0	-5
CCOC(=O)NC(c1cccc(Cl)c1)C1CCCCCC1=O (centres undefined)	-13	-9	-3
CCC(CC)C(=O)Nc1cccc(S(=O)(=O)c2cccc(NC(=O)C(CC)CC)c2)c1	2	-2	-11
CN1CCN(C(=O)CN2C(=O)CC(C)(C)S(=O)(=O)c3ccccc32)CC1	1	-5	-10
CC1(C)NC(=O)NC2(C)NC(=O)NC(C)(C)C12 (centres undefined)	-3	9	4
Cn1c(=O)c(=O)n(C)c2cc(S(=O)(=O)N3CCN(Cc4ccccc4)CC3)ccc21	3	-3	4
CCOC(=O)N1CCN(c2c(-c3ccc(C(C)C)cc3)c(=O)c2=O)CC1	-21	1	-6

2 compounds from above, limited to FN deposit inh and esBAF inh.
molecule | FN deposit inh | esBAF inh
Cc1cccc(C(=O)Nc2ccc(O)cc2)c1 | -15 | 38
COc1ccc(Nc2nc(N3CCCC3)nc3ccccc23)c(OC)c1 | 4 | -1

The list goes on.
SMILES	RAD54 branch	esBAF inh	FN deposit inh
CC(=O)Nn1cnc2c(c1=O)C1(CCCC1)Cc1ccccc1-2	-7	-48	8
Clc1ccc(-c2nnc3sc(Cc4cccs4)nn23)c(Cl)c1	2	-2	3
COc1ccc(C(CNC(=O)c2cc3ccccc3cc2OC)N2CCCC2)cc1 (centres undefined)	-1	3	3
CC(C)(C)c1nc(SCC(=O)NCc2ccco2)c2ccccc2n1	-3	-8	-5
CCOc1ccc(CCNC(=O)c2cccc(N3CCCC3=O)c2)cc1OCC	-4	-10	-4
O=C(O)c1cc2cccc(S(=O)(=O)N3CCOCC3)c2cc1O	-8	-2	10
O=C1C2C3c4ccccc4C(c4ccccc43)C2C(=O)N1c1nc(-c2ccccc2)cs1 (centres undefined)	0	-3	0
COc1cccc(OC)c1OCCCc1c(C)n[nH]c1C	-14	0	-6
COc1cc(C2NC(=O)c3ccccc3O2)cc(OC)c1OC (centres undefined)	-26	-9	-2
CN(C(=O)c1ccccc1NC(=O)C(F)(F)F)c1ccccc1	-12	-4	1
O=C(NCC1COc2ccccc2O1)Nc1ccccc1F (centres undefined)	5	14	2
Cc1snc(S(=O)(=O)Cc2ccccc2Cl)c1C#N	4	1	-30
COC(=O)CN(c1ccc(OC)c(OC)c1)S(C)(=O)=O	2	-1	19
CCOc1cc(C(c2c(C)[nH][nH]c2=O)c2c(C)[nH][nH]c2=O)ccc1OS(=O)(=O)c1ccc(C)cc1	-4	-4	-6
O=C(Nc1ccc2nc(-c3ccc4nc[nH]c4c3)[nH]c2c1)c1cccs1	-7	4	13
O=C(NCc1nc2ccccc2[nH]1)c1cccc(S(=O)(=O)N2CCCC2)c1	-3	6	6
CC(=O)NC(Cc1ccccc1)C(=O)N1CCN(C(=O)c2cccs2)CC1 (centres undefined)	-8	-7	-4
CC(C)(C)c1ccc(O)c(/C=N\O)c1	0	24	-4
c1ccc(CCN2CN(CCCN3CCOCC3)c3nc4ccccc4n3C2)cc1	-7	-8	-5
Cn1c(=O)c(Oc2cc(Cl)cc(Cl)c2)nc2ccccc21	-1	-4	7
Cc1[nH]c(=O)c(C#N)cc1-c1ccccc1	6	-2	-14
O=C(NCc1ccccc1)C(c1ccc(F)cc1)N(Cc1ccc2c(c1)OCO2)C(=O)Cn1nnc(-c2cccs2)n1 (centres undefined)	-3	15	-2
Cc1cc(N2CCCCC2)nc2ccc(NC(=O)c3ccc(Br)o3)cc12	9	-4	2
CN1CCN(S(=O)(=O)c2cc([N+](=O)[O-])ccc2N2CCCCCC2)CC1	9	2	2
COC(=O)c1[nH]c2cccc(OC)c2c1NC(=O)CN1CC(C)OC(C)C1 (centres undefined)	-1	-10	-12
CCS(=O)(=O)c1ccc2c(c1)N(S(C)(=O)=O)CC(C(=O)NC1CC1)O2 (centres undefined)	-5	-3	6
Clc1nnc2ccc(-c3ccccc3)nn12	0	-1	8
O=C(CC1NC(=O)NC1=O)Nc1cccc2ccccc12 (centres undefined)	6	1	-4
COc1ccccc1N=C(C)C1=C(O)COC1=O	9	-10	-9
CCCCCCn1c(CN2CCCCC2)nc2c1c(=O)n(C)c(=O)n2C	0	-6	2
COC(=O)c1cccc(NC(=O)Cc2coc3cc(OC)ccc23)c1	-4	7	3
COc1ccccc1NCC(O)Cn1c2ccccc2c2ccccc21 (centres undefined)	9	6	-3
CC(C)C(CCN1C(=O)c2ccccc2C1=O)c1ccco1 (centres undefined)	3	10	-3
Cc1ccc(C(=O)Nc2nnc(C3CCCCC3)s2)o1	-5	11	-4
CC(C)C1=Nc2cccc3cccc(c23)N1	3	1	3
O=C(Nc1cc(C(F)(F)F)cc(C(F)(F)F)c1)c1ccc(Cn2cc(C(F)(F)F)ccc2=O)cc1	-3	3	6
CCc1ccc(N(C(=O)CCC(=O)Nc2cc(C)on2)C(C(=O)NC2CCCC2)c2ccco2)cc1 (centres undefined)	-5	2	11
O=C1N=C(N2CCOCC2)S/C1=C1\C(=O)N(Cc2ccccc2)c2ccccc21	-6	52*	-10
Cc1ccc(C(=O)Nc2nc3ccccc3c(=O)s2)cc1	3	11	1
CCOC(=O)C1CCCN(C(=O)CSCc2ccccc2)C1 (centres undefined)	1	48*	2
O=C(CSc1nnc(-c2cccs2)n1-c1ccccc1)N1CCCC1	-3	7	4
CC(C)C(=O)Nc1ccc(N2CCN(C(=O)c3cccs3)CC2)cc1	-8	6	-5
CC1(C)CC2CC(C)(CN2C(=O)CN2C(=O)c3ccccc3C2=O)C1 (centres undefined)	-2	5	2
O=C(CC(c1ccccc1)c1cc(Cl)ccc1O)N1CCOCC1 (centres undefined)	2	6	9
COc1ccc(N2CCN(C(=O)CCn3nnc4ccccc43)CC2)cc1	-9	-5	-13
Nn1c(SCC(=O)Nc2ccc3c(c2)OCO3)nnc1-c1ccccc1	12	13	3
CC1CCCCC1NC(=O)C1CCN(S(=O)(=O)N2CCCCCC2)CC1 (centres undefined)	-4	-4	-6
O=C(CCn1c(=O)[nH]c2ccsc2c1=O)N1CCN(c2cccc(Cl)c2)CC1	-5	3	2
COc1cccc(-c2csc(N3CCN(C(=O)C4CCCCC4)CC3)n2)c1	0	-5	-5
O=C1c2ccccc2CCCC12N=NCC2c1cccc2ccccc12 (centres undefined)	3	-1	8
O=C(CN1CCc2ccccc2C1)NCc1ccco1	5	-3	-6
COc1ccc(C)cc1S(=O)(=O)N1CCN(S(=O)(=O)c2cc(C)ccc2OC)CC1	0	-4	-12
O=C(CSc1nc2ccccc2c(=O)n1Cc1ccco1)N1CCCCCC1	0	-4	1
CC(C)c1ccc(NC(=O)C(c2ccccc2)N2CCN(C(=O)c3ccco3)CC2)cc1 (centres undefined)	5	27	-4
COCC(C)n1c(C)cc(C(=O)COC(=O)c2nc3nc(C)cc(C)n3n2)c1C (centres undefined)	-6	-3	-2
CCn1cc(C(=O)NCCCOC)c2cc(OC)c(OC)cc2c1=O	-18	-3	8
COCCNC(=O)C(OC(=O)CC1Sc2ccccc2NC1=O)c1ccncc1 (centres undefined)	1	1	-1
COC(=O)c1nc2nc(C)cc(C(F)(F)F)n2n1	-1	-5	5
CC(C)(C)c1cc(NC(=O)COc2ccc(Br)cc2)n(-c2ccccc2)n1	3	10	9
CN(c1cccc(NC(=O)COc2ccc(Cl)cc2Cl)c1)S(C)(=O)=O	8	38	-11
(listing goes on)
SMILES	RAD54 branch	esBAF inh	FN deposit inh
O=C(CN(Cc1ccc(F)cc1)C(=O)c1ccco1)NCc1ccc(F)cc1	-7	3	2
COc1ccc(C(=O)Nc2cccnc2)cc1C(=O)Nc1cccnc1	4	-3	10
CCCCSc1nc2c(cnn2-c2ccc(Cl)cc2)c(=O)[nH]1	-13	1	0
O=c1cc(CSc2ccc(Cl)cc2)nc2nc[nH]n12	-4	2	-1
Cc1ccc(N(C(=O)CNC(=O)c2ccco2)C(C(=O)NCC2CCCO2)c2ccccc2)cc1 (centres undefined)	-7	1	2
O=C(CCN1C(=O)c2ccccc2S1(=O)=O)NCc1ccco1	-1	-11	10

Grouped by structure, those above with a Cl atom.
SMILES	RAD54 branch	esBAF inh	FN deposit inh
Clc1ccc(OCCn2ccnc2)c(Cl)c1	0	-6	-18
CCc1c(C)c2cc(Cl)c(O)c(CN3CCCCC3)c2oc1=O	-4	7	4
Cc1cnc(NC(=O)CSc2ccc(Cl)cc2)s1	-8	1	-16
O=[N+]([O-])c1ccc(N2CCN(c3nc(-c4ccc(Cl)cc4)cs3)CC2)cc1	6	-1	-1
CCOC(=O)NC(c1cccc(Cl)c1)C1CCCCCC1=O (centres undefined)	-13	-9	-3
Clc1ccc(-c2nnc3sc(Cc4cccs4)nn23)c(Cl)c1	2	-2	3
Cc1snc(S(=O)(=O)Cc2ccccc2Cl)c1C#N	4	1	-30
Cn1c(=O)c(Oc2cc(Cl)cc(Cl)c2)nc2ccccc21	-1	-4	7
Clc1nnc2ccc(-c3ccccc3)nn12	0	-1	8
O=C(CC(c1ccccc1)c1cc(Cl)ccc1O)N1CCOCC1 (centres undefined)	2	6	9
O=C(CCn1c(=O)[nH]c2ccsc2c1=O)N1CCN(c2cccc(Cl)c2)CC1	-5	3	2
CN(c1cccc(NC(=O)COc2ccc(Cl)cc2Cl)c1)S(C)(=O)=O	8	38	-11
CCCCSc1nc2c(cnn2-c2ccc(Cl)cc2)c(=O)[nH]1	-13	1	0
O=c1cc(CSc2ccc(Cl)cc2)nc2nc[nH]n12	-4	2	-1

Bioassay records as filed in PubChem BioAssay.
